Source: PubChem
RXFP1 antagonist: RXFP1 (human) relaxin receptor antagonism | HEK293-RXFP1, relaxin-stimulated cAMP HTRF, 30 min; active compounds read low | AID 1259400 | Q9HBX9 | actives 0.59% (n = 350,000) | activity change, negative = inhibition, % at 57.5 µM;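 active = activity change of -60% or lower, but not beyond a set lower limit; inconclusive = change between -60% and -40%, or beyond the set limit; inactive = change above -40%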; note: % is set by controls: 0 for no effect and ±100 for the full control effect
BLM inh: inhibitors of human Bloom syndrome helicase BLM; P54132; recombinant BLM DNA unwinding, fluorescence dequenching; Potency, µM (series often up to 56.1 µM), without a hit: top-dose activity change, negative = inhibition, actives largely listed as inhibitors; actives 0.2% (n = 350,000); AID 2528;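 note: potency is the fitted concentration of half-maximal effect; plate controls were vehicle for no effect and no enzyme for full effect; nearly all actives have a fitted effect of over 35% in size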
Pol eta inh: blocks human DNA polymerase eta activity; Potency, µM (highest dose often 114 µM), for inactives: top-dose activity change, negative = inhibition, actives largely listed as inhibitors; Q9Y253; actives 1.2% (n = 390,000); recombinant Pol eta, fluorescent DNA replication assay; note: potency is the fitted concentration of half-maximal effect; % is set by controls: 0 for no effect and ±100 for the full control effect
Target sequence (Q9Y253 whole entry, looked up): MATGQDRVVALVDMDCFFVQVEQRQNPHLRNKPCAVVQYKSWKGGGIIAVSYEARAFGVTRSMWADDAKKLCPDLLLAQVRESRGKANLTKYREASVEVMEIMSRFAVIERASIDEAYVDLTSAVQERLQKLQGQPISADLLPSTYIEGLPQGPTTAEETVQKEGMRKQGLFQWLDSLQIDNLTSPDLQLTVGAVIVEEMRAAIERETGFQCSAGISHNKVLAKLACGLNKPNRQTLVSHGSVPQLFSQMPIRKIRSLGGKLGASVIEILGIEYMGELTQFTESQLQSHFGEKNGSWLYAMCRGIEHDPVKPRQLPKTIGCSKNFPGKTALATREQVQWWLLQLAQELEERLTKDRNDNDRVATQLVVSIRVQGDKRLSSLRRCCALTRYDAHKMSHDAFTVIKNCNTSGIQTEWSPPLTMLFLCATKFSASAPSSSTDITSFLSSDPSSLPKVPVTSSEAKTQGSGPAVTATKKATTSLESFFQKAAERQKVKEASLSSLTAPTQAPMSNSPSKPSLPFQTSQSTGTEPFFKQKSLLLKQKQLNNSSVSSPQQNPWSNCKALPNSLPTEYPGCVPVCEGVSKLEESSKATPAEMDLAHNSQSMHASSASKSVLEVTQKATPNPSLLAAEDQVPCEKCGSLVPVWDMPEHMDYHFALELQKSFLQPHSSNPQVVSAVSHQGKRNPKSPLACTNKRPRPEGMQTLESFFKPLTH
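Fluorescent replication assay: 50 nM final substrate added after a 15 min room-temperature compound preincubation with 10 nM enzyme. Signal taken at 0 min and again at 10 min.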
APEX1 inh: blocks human APE1 abasic DNA cleavage; actives 0.35% (n = 350,000); P27695; Potency, µM (highest dose often 65.8 µM), inactives show top-dose activity change, negative = inhibition, hits mostly inhibitors; recombinant APE1, TAMRA/BHQ-2 abasic DNA cleavage fluorescence;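 note: potency is the fitted concentration of half-maximal effect; plate controls were vehicle for no effect and reference inhibitor for full effect; nearly all actives have a fitted effect of over 55% in size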
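Readout is kinetic fluorescence (ex 525, em 598 nm) from cleavage of 50 nM TAMRA/BHQ-2 THF abasic duplex by 0.75 nM APE1, compound added 15 min beforehand at RT.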
Anesthetic bind: binds horse apoferritin like a general anesthetic. AID 485281. apoferritin/1-aminoanthracene competitive binding, fluorescence. actives 0.074% (n = 350,000). Potency, µM (titrated, usually from 77.5 µM), for inactives: at the top dose activity change, negative = displacement, most hits filed as inhibitors; note: potency is the fitted concentration of half-maximal effect; % is set by controls: 0 for no effect and ±100 for the full control effect; nearly all actives have a fitted effect of over 20% in size
Target sequence (P02791 2-175 limits assumed): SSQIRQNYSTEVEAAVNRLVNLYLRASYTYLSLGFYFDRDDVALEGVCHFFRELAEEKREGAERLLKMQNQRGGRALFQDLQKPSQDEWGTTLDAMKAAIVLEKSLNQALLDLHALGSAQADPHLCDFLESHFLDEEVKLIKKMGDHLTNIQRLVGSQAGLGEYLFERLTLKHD
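10 uM apoferritin + 50% sat. 1-AMA, PBS; cpd 10 min RT; Ex380/Em535 endpoint; normalized to free probe vs complex; 4-param Hill fit; propofol titration as pos. ctrl.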
Pol beta inh: DNA polymerase beta (human) inhibition. actives 1.3% (n = 340,000). Potency, µM (doses to about 114 µM), without a hit: at the top dose activity change, negative = inhibition, most hits filed as inhibitors. P06746. Pol beta primer extension/strand displacement, fluorescence kinetic; note: potency is the fitted concentration of half-maximal effect; % is set by controls: 0 for no effect and ±100 for the full control effect
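Pol beta (10 nM) was preincubated with compound for 15 min at room temperature. The reaction was then started with 50 nM substrate and read immediately and after a further 10 min at room temperature.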
Tb PGK inh: inhibitors of T. brucei phosphoglycerate kinase. P07378. PGK/GAPDH coupled, Kinase-Glo luminescence, 60 min. Potency, µM (series often up to 57.5 µM), inactives show at the highest dose activity change, negative = inhibition, actives largely listed as inhibitors. actives 0.043% (n = 380,000). AID 602233; note: potency is the fitted concentration of half-maximal effect; % is set by controls: 0 for no effect and ±100 for the full control effect; nearly all actives have a fitted effect of over 60% in size
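Recombinant glycosomal PGK reaction used 1,3-bisphosphoglycerate generated in-well by GAPDH (100nM final) in 100mM TEA pH 7.6, 5mM MgCl2, 0.01% Tween-20. After 60 minutes at room temperature, ATP was read by Kinase-Glo Plus luminescence end-point.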
Pol kappa inh: blocks human DNA polymerase kappa activity; Potency, µM (series often up to 107 µM), inactives show top-dose activity, negative = inhibition, actives largely listed as inhibitors; purified Pol kappa, fluorescent DNA synthesis assay, 10 min; AID 588579; actives 0.53% (n = 400,000); note: potency is the fitted concentration of half-maximal effect; % is set by controls: 0 for no effect and ±100 for the full control effect
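Inhibition of 10 nM Pol kappa is measured by a fluorescent read-out at 0 and 10 min following addition of 50 nM substrate (final), with a 15-min room-temperature compound preincubation.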
Pol iota inh: DNA polymerase iota (human) inhibition | actives 1% (n = 390,000) | Potency, µM (series often up to 115 µM), for the others: top-dose activity, negative = inhibition, usual class: inhibitors | Q9UNA4 | AID 588590 | Pol iota fluorescent replication assay, 10 min; note: potency is the fitted concentration of half-maximal effect
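Pol iota at 10 nM preincubated 15 min with compounds at room temperature; reaction started with fluorescent substrate, 50 nM final. Fluorescence read kinetically at 0 and 10 min; buffer-only wells as negative control.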
Numbers without * were called inactive; i = inactive; ? = inconclusive; nt = not tested or not shown; & = joins results of further samples; [ ] = dose if it differs, or a comment. Unless noted, calls come from the whole dose curve; as a rule, active = well fitted curve in the direction sought with a large enough effect; inconclusive = small, poorly fitted or top-dose-only effect, or another doubt; inactive = no such curve, though single readings can be large; an effect the other way counts as inactive or inconclusive. Only part of the results is shown; count on the stated rates, not on these rows.

Results follow in this order: RXFP1 antagonist, BLM inh, Pol eta inh, APEX1 inh, Anesthetic bind, Pol beta inh, Tb PGK inh, Pol kappa inh, Pol iota inh
> Cc1ccnc(NC(=O)c2cccc3ccccc23)c1
→ 5.2, 0.0%, 5.8%, 19.9%, -23.0%, ?, 6.1%, -5.6%, 29.5%
> COc1ccc(C2C(C#N)=C(N)Oc3cc(C)[nH]c(=O)c32)cc1OC (stereo not given)
→ 19.9, -7.9%, -2.9%, -7.2%, -5.2%, 21.7%, -6.4%, 5.0%, -19.5%
> O=C(CSc1nnc(Cc2ccccc2)o1)c1ccc(F)cc1
→ -8.7, -3.9%, -21.5%, 14.0%, -17.6%, 22.4%, -1.0%, -1.7%, 70.8%[activator]
> C[C@H]1[C@H](C)CC[C@]2(C=O)CC[C@]3(C)C(=CC[C@@H]4[C@@]5(C)C[C@@H](O)[C@H](O)[C@@](C)(CO)[C@@H]5CC[C@]43C)[C@H]12
→ nt, -5.5%, nt, -10.0%, -13.0%, nt, nt, 4.1%[60.1 µM], nt
> Cc1ccc(-c2noc(CCC(=O)Nc3ccccc3N3CCN(C)CC3)n2)cc1
→ -11.0, 4.7%, -12.6%, -0.7%, -13.9%, 31.5%, -3.5%, -6.9%, 7.6%
> CCCN(CCC)CCNC(=O)c1cc(Sc2ccc(Cl)cc2)nc2ccccc12
→ -10.4, -1.3%, -13.4%, nt, 0.4%, 4.9%, -7.9%, -6.7%[60.1 µM], 20.9%
> COc1ccc(OC)c(/C=N\NC(=O)c2ccc(=O)n(C)c2)c1
→ 0.5, 3.0%, -24.6%, -4.2%, 0.2%, 9.8%, -2.5%, -5.2%, 31.1%[activator]
> O=C(Cc1ccccc1)c1ccc(O)cc1O
→ -7.5, nt, -16.5%, nt, nt, nt, -3.1%, -5.4%, 4.8%
> Cc1ccc(C)c(OCC(=O)NCC(C)(C)N2CCOCC2)c1
→ -1.0, nt, -2.3%, 30.0%, nt, nt, 7.5%, -19.1%, -4.9%
> Cc1ccccc1C(=O)Nc1ccccc1-n1cccc1
→ -13.1, -2.4%, -5.0%, 0.3%, 1.6%, 3.4%, nt, -10.9%, 16.5%
> CCCCn1cc(S(=O)(=O)c2cc(C)ccc2C)c(=O)c2cc(F)c(F)cc21
→ -19.8, -3.3%, -8.1%, nt, -18.0%, -3.8%, 3.6%, 2.0%, 23.3%
> Cc1c(C(=O)NC(=S)Nc2ccc(NC(=O)c3cccs3)cc2)oc2ccccc12
→ 6.4, -9.3%, ?, -2.7%, ?, -2.8%, -1.3%, 4.8%, 29.1%
> CN(Cc1cccc(C(F)(F)F)c1)C(=O)C1CCC(=O)N(CC2CCCCC2)C1 (stereo not given)
→ 3.3, -2.0%, -10.7%, 22.3%, 3.2%, 31.0%, -2.7%, 4.8%, 7.8%
> CCOC(=O)c1cc(OC(=O)c2ccccc2OC)n(-c2ccccc2)n1
→ 1.8, 0.7%&-0.7%, -3.6%&-4.4%, -1.7%, -9.8%&-7.0%, 1.5%&-0.2%, 0.1%&-7.0%, -8.9%&-16.3%, -1.2%&2.7%
> CCOc1ccc(NC(=O)CSc2oc(-c3cccs3)nc2S(=O)(=O)c2ccc(Cl)cc2)cc1
→ -6.5, -20.7%, -23.7%, nt, 6.7%, 12.9%, 0.3%, -16.6%, 6.4%
> O=C(Cn1cnc2c(nnn2Cc2ccc(Cl)cc2)c1=O)N1CCCc2ccccc21
→ 3.9, 2.8%, 13.7%, -2.2%, -0.8%, -16.3%, -4.7%[11.5 µM], -3.0%, 5.4%
> COc1ccc(S(=O)(=O)N2CCCCC2)cc1
→ -0.2, -1.7%, 0.1%, -3.0%, -12.1%, 6.2%, 7.9%, -8.9%, 4.7%
> O=C(Oc1ccc2ccc(=O)oc2c1)N1CCOCC1
→ nt, 0.4%, -4.0%, -1.4%, -13.5%, 1.0%, 2.1%, -11.4%, ?
> C(=N\N(c1ccccc1)c1ccccc1)/c1ccccn1
→ -29.2, -2.7%, -15.6%, 65.8%[activator], -6.4%, 0.0%, -3.7%, 11.0%, 17.0%
> O=C(CN1CCN(c2ccccc2O)CC1)NC(=O)NC1CCCC1
→ 5.3, -1.5%, 5.7%, 7.7%, -1.6%, -1.1%, -1.3%, -18.1%, 64.7%[activator]
> Cc1cc(C)nc(SCC(=O)c2ccc(O)cc2O)n1
→ nt, -1.9%, -18.6%, -6.7%, -10.3%, 1.1%, -10.1%, -0.6%, 1.9%
> Cc1cccc(C(=O)NNC(=O)c2ccc(F)cc2)c1
→ -0.2, 3.4%, 5.9%, 0.5%, -4.9%, 1.2%, -7.0%, 1.2%[60.1 µM], 21.1%
> CC1Cc2ccccc2N1S(=O)(=O)c1cccc(C(=O)NCc2ccco2)c1 (stereo not given)
→ -4.5, nt, -9.0%, -2.1%, nt, nt, -4.3%, -12.4%, 34.0%[activator]
> CCN(CC)CCCNC(=O)c1ccc(CS(=O)(=O)c2ccccc2OC)o1
→ -8.6, 1.6%, -9.0%, 38.5%[activator], 3.3%, 14.4%, i, 9.2%, 7.1%
> COc1ccc(NC(=O)CC2(CC(=O)N3CCOCC3)CCCC2)cc1Cl
→ -7.1, nt, -12.3%, 21.6%, nt, nt, i, 2.0%, 24.4%
> O=C(NCc1cccs1)c1cccn2c(=O)c3sccc3nc12
→ -10.6, 2.0%, -16.8%, -2.7%, -1.2%, 2.9%, 8.0%, -10.9%, 15.0%
> Cc1ccc(-c2cc(-c3ccccc3)c(C#N)c(N)n2)o1
→ -3.9, -10.4%, -8.4%, -2.9%, 86.1%[activator], 11.9%, -9.0%, -9.4%, -2.9%
> CCCCCc1cc(=O)oc2c(C(CCN3CCCC3)c3ccc(N(C)C)cc3)c(OC)cc(OC)c12 (stereo not given)
→ nt, 2.3%, -19.5%, -1.5%, -12.6%, -25.0%, -5.4%, -2.3%, 26.2%
> Cc1ccc(-n2c(=O)c3c4c(sc3n(Cc3cccc(Cl)c3)c2=O)CCC4)cc1C
→ -9.3, 1.3%, -1.0%, nt, -9.2%, 11.0%, -1.6%, 4.1%, -0.8%
> COc1cc(C(=O)NCCCOC(C)C)ccc1OC1CCN(C(C)=O)CC1
→ 0.4, -1.5%, -10.1%, 10.4%, -10.9%, -1.1%, 7.5%, 1.8%, 23.8%

Further records follow.
molecule,RXFP1 antagonist,BLM inh,Pol eta inh,APEX1 inh,Anesthetic bind,Pol beta inh,Tb PGK inh,Pol kappa inh,Pol iota inh
CCOC(=O)C1(CCCc2ccccc2)CCN(Cc2cnn(C)c2)CC1,-2.6,-0.9%,-15.4%,1.7%,-11.1%,4.1%,-6.5%,3.7%,-5.3%
CCC(C)N1C(=O)N(C)C2NC(=O)NC21 (stereo not given),-7.1,0.5%,-6.4%,-1.6%,-3.4%,9.9%,i,10.3%,17.7%
COc1ccc(NS(=O)(=O)c2cc(OC)ccc2OC)cc1,-2.0,nt,0.5%,nt,nt,nt,-7.7%,-8.2%,-6.0%[58.9 µM]
CCN(CC)c1ccc(N=Nc2nn(C)c(C)c2[N+](=O)[O-])cc1,-1.0,-4.7%,?,?,-8.5%,9.5%,-20.4%,-18.5%,-19.2%
CN(C)CCSc1nnc2sc3ccccc3n12,4.4,-0.1%,9.0%,-4.1%,0.2%,26.8%,1.3%,-4.9%,9.9%
CCCCn1c(SCC(=O)c2ccc(OC)c(OC)c2)nc2cc(S(N)(=O)=O)ccc21,-74.6*,-1.0%,-14.2%,-2.1%,-21.3%,2.3%,-0.9%,4.9%,10.1%
COc1ccc(NC(=O)Cn2ccc(C(F)(F)F)n2)cc1S(=O)(=O)N1CCOCC1,-8.6,nt,-7.1%,-5.9%,nt,nt,-8.3%,-3.5%,13.4%
CCOC(=O)C1(Cc2cccc(OC)c2)CCN(C(C)COC)CC1 (stereo not given),-0.8,-2.0%,-9.6%,0.3%,-6.6%,14.9%,-3.4%,-1.2%[60.1 µM],-17.6%
NC(=O)c1oc2ccccc2c1NC(=O)c1ccc(F)cc1,nt,-1.2%,3.4%,-1.9%,-11.2%,-22.3%,-5.1%,-5.7%,-21.9%
COc1ccccc1Nc1nc(Cl)nc(NC(C)(C)C)n1,-10.5,-10.2%,?,-6.8%,-13.5%,-2.8%,-2.4%,-18.1%,107.5%[activator]
COc1cccc(-c2noc(C3CCCN(S(=O)(=O)c4cccc(Cl)c4C)C3)n2)c1 (stereo not given),20.5,-7.0%,2.4%,-0.6%,61.7%[activator],-6.4%,-0.2%,-1.9%,?
Cc1ccc(C)[n+](CC(=O)c2ccc(-c3ccccc3)cc2)c1,-22.9,2.2%,-7.0%,12.7%,-10.4%,1.2%,3.4%,-12.6%,67.5%[activator]
COCC(=O)N1CCc2ccc(NC(=O)c3ccc(C(F)(F)F)cc3)cc2C1,-0.5,nt,-15.7%,nt,nt,nt,i,7.2%,28.5%
CCc1ccc(C(=O)CSC2=C(C#N)C(c3ccco3)C(C(C)=O)=C(C)N2)cc1 (stereo not given),nt,?,nt,-0.9%,?,-11.8%,nt,-11.4%,20.4%

Three compounds from above, ordered by the number in Pol beta inh, largest number first:
| smiles | Pol beta inh |
| --- | --- |
| CCN(CC)c1ccc(N=Nc2nn(C)c(C)c2[N+](=O)[O-])cc1 | 9.5% |
| COc1cccc(-c2noc(C3CCCN(S(=O)(=O)c4cccc(Cl)c4C)C3)n2)c1 (stereo not given) | -6.4% |
| CCc1ccc(C(=O)CSC2=C(C#N)C(c3ccco3)C(C(C)=O)=C(C)N2)cc1 (stereo not given) | -11.8% |
